Assay outcomes deposited in PubChem by National Center for Advancing Translational Sciences (NCATS).
KB-3-1 cytotox: kills parental KB-3-1 adenocarcinoma cells; AID 1347075; 400,000 tested, 1.4% active; KB-3-1 viability, CellTiter-Glo ATP luminescence, 72 h; Potency, µM (highest dose often 46.1 µM), inactives show top-dose activity change, negative = cytotoxic, most hits filed as cytotoxic; also: % is scaled to controls: 0 for no effect and ±100 for the full control effect; nearly all actives have a fitted effect of over 60% in size
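Parental KB-3-1 viability, qHTS format: 72 h compound exposure, 37 °C; CellTiter-Glo; media-only wells and DMSO plates as controls; concentration-effect fits on corrected data.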
HepG2 viability: kills HepG2 cells in TGF-b inhibitor counter-screen. HepG2 CAGA-GFP viability, ATP luminescence, 18 h. Potency, µM (highest dose often 46.1 µM), without a hit: at the top dose activity change, negative = cytotoxicity, most hits filed as cytotoxic. 410,000 tested, 0.76% active. AID 588856; also: some results filed as inactive show a strong effect at the top dose
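HepG2 CAGA-GFP cells (1000/well, DMEM with 1% FBS) received compound, then TGF-beta at 500 pg/mL final, and were incubated 18 hours at 37 degrees C. Viability was read by CellTiter-Glo luminescence. Media-only wells were set as complete cell-killing and DMSO as no toxicity.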
The depositor's hits bear a star; ? = inconclusive. Calls follow the shape of the dose curve; as a rule, active = well fitted curve in the direction sought with a large enough effect; inconclusive = small, poorly fitted or top-dose-only effect, or another doubt; inactive = no such curve, though single readings can be large; an effect the other way counts as inactive or inconclusive. Potency is read from the fitted curve at half-maximal effect. This is a subset; the hit share may differ from the screen's.

smiles | KB-3-1 cytotox | HepG2 viability
O=C(O)c1cc(-n2c(/C=C\c3ccc(F)cc3)nc3ccccc3c2=O)ccc1Cl | ? | -23%
CC1CCc2cc(F)cc3c2N1C(=O)C(C(=O)Nc1cnccn1)C3=O (stereo not given) | 0% | -25%
COc1ccc(C2c3c(n(C)c4ccccc34)C(=O)N2CC(=O)Nc2ccc(Cl)cc2)cc1 (stereo not given) | -3% | -29%
COC(=O)c1ccc(NS(=O)(=O)c2c(C)nc3sccn3c2=O)cc1 | -7% | 2%
CN(C)c1ccc(/C=C/c2ccnc3c(Cl)cccc23)cc1 | 16µM* | -35%
COc1cccc2sc(NC(=O)CS(=O)(=O)c3ccc(C)cc3)nc12 | -2% | -9%
COc1ccc(C(=O)C[n+]2cc(Br)cc(Br)c2)cc1 | 12% | -7%
CCOc1cc(CNC(=O)C2CCN(c3nc4ccccc4[nH]3)CC2)cc(OCC)c1OCC | 2% | -29%
Cn1ncc2c(NCc3ccc(F)cc3)ncnc21 | -7% | 3%
COc1ccccc1CNC(=O)CN1C(=O)CCCc2ccccc21 | 10% | -5%
Cc1ccc(CNC(=O)CSCc2ccccc2C)cc1 | 1% | -23%
O=S(=O)(NCCc1nnc2ccc(SCc3cccc(Cl)c3)nn12)c1ccccc1 | -30% | -29%
CCc1cccc(CC)c1NC(=O)Cn1c(=O)c(-c2cc(C)ccc2NC(C)=O)nc2ccccc21 | 9% | 1%
C=C(NNC(C)=O)c1ccc(O)cc1 | ? | -5%
Cc1ccc(S(=O)(=O)c2nc(-c3ccc(F)cc3)oc2N2CCN(c3ccccc3)CC2)cc1 | 3% | 0%

For convenience, some entries already given:
smiles | KB-3-1 cytotox | HepG2 viability
O=C(O)c1cc(-n2c(/C=C\c3ccc(F)cc3)nc3ccccc3c2=O)ccc1Cl | ? | -23%
CC1CCc2cc(F)cc3c2N1C(=O)C(C(=O)Nc1cnccn1)C3=O (stereo not given) | 0% | -25%
COc1ccc(C2c3c(n(C)c4ccccc34)C(=O)N2CC(=O)Nc2ccc(Cl)cc2)cc1 (stereo not given) | -3% | -29%
COC(=O)c1ccc(NS(=O)(=O)c2c(C)nc3sccn3c2=O)cc1 | -7% | 2%
CN(C)c1ccc(/C=C/c2ccnc3c(Cl)cccc23)cc1 | 16µM* | -35%
COc1cccc2sc(NC(=O)CS(=O)(=O)c3ccc(C)cc3)nc12 | -2% | -9%
COc1ccc(C(=O)C[n+]2cc(Br)cc(Br)c2)cc1 | 12% | -7%
CCOc1cc(CNC(=O)C2CCN(c3nc4ccccc4[nH]3)CC2)cc(OCC)c1OCC | 2% | -29%
Cn1ncc2c(NCc3ccc(F)cc3)ncnc21 | -7% | 3%
COc1ccccc1CNC(=O)CN1C(=O)CCCc2ccccc21 | 10% | -5%
Cc1ccc(CNC(=O)CSCc2ccccc2C)cc1 | 1% | -23%
O=S(=O)(NCCc1nnc2ccc(SCc3cccc(Cl)c3)nn12)c1ccccc1 | -30% | -29%

Further entries
smiles | KB-3-1 cytotox | HepG2 viability
COc1ccccc1NC(=O)Cn1cc(S(=O)(=O)Cc2ccccc2)c2ccccc21 | 0% | -1%
O=C(Nc1cccc(Nc2ccccc2)c1)c1cnn2c1NC(=C1CC1)C=C2C(F)F | 11% | -13%
CCCCn1c(=O)c2oc3ccccc3c2n(CC(=O)Nc2cc(C)ccc2C)c1=O | 7% | 5%
CCNc1nc(NCC)nc(-n2cc(C(=O)c3cc(Cl)ccc3O)cn2)n1 | ? | 10%
O=C(CSc1n[nH]c(-c2ccccc2Cl)n1)NCCCc1ccccc1 | 6% | -15%
COc1ccc(/C=C2\C=Cc3ccccc32)cc1OC | -2% | -17%
CCc1ccc(NC(=O)Cn2c(=O)c(CNc3ccccc3)cc3cc(OC)c(OC)cc32)cc1 | 25% | 0%
CC(C)CNc1ncnc2oc(-c3ccco3)c(-c3ccco3)c12 | ? | -28%
COc1ccc(-c2cc(C)no2)cc1S(=O)(=O)N1CCCC(C)C1 (stereo not given) | -30% | -16%
CC(C)(C)OC(=O)N1CCC(c2c(C(=O)NCCc3ccccc3)cnn2-c2ccc(F)cc2F)CC1 | -8% | -12%
CN(C)c1ccc(/C=C/c2ccnc3c([N+](=O)[O-])cccc23)cc1 | ? | -40%
COc1cc2c(NC3CCN(C)CC3)nc(N3CCN(C)CC3)nc2cc1OCCOCCN(C)C | 12% | -21%
CNS(=O)(=O)c1cn(CC(=O)N2CCN(c3ccccc3OC)CC2)cc1S(=O)(=O)NC | 16% | -17%
Cc1c(Cl)cccc1NC(=O)Nc1nnc(N(C)C2CCCCC2)s1 | 5% | -2%
N#Cc1ccccc1NC(=O)C(=O)NCC(c1cccnc1)N1CCc2ccccc2C1 (stereo not given) | 13% | -14%

Remaining list, next part.
smiles | KB-3-1 cytotox | HepG2 viability
CCCCN(C)C(=O)C1CCC(CNS(=O)(=O)c2ccc(Cl)cc2)CC1 (stereo not given) | -3% | 3%
CCN(c1ccccc1)c1nnc(NC(=O)Nc2cccc(Br)c2)s1 | 0% | -22%
COc1ccccc1CNS(=O)(=O)c1cc(-c2cc(C)no2)ccc1C | -1% | -32%
O=C(C[n+]1ccncc1)c1ccc2c(c1)CCCC2 | 8% | -2%
CCn1c(C(=O)N2CCC(C(=O)NCCc3ccc(C)cc3)CC2)cc2sccc21 | -28% | -33%
Clc1ccc(/C=C/c2ccc3ccccc3n2)cc1Cl | ? | -21%
Cc1ccccc1Nc1sc(C(=O)c2ccccc2)c(N)c1S(C)(=O)=O | 3% | -33%
Cc1ccc(CC(=O)Nc2c(C(=O)N3CCN(c4ccccc4F)CC3)oc3ccccc23)cc1 | -24% | -16%
CCc1ccc(OC(=O)CSc2nnc(-c3ccc(OC)c(OC)c3)o2)cc1 | 5% | 0%
O=C(CCc1nc2cccnc2n1Cc1cccs1)Nc1cccc(Cl)c1 | -10% | -19%
COc1cc(-c2noc(CSc3nc(-c4ccccc4)cc(=O)[nH]3)n2)cc(OC)c1OC | 7% | -16%
CN1CCN(c2nc3c(S(=O)(=O)c4ccccc4)nnn3c3ccsc23)CC1 | 7% | 2%
CCOC(=O)c1cc(-c2ccccc2)n(CCC(=O)Nc2ccc(C)cc2Cl)c1C | 14% | -4%
Cc1ccc(CSC2=Nc3ccccc3C3=NC(CC(=O)NCc4cccs4)C(=O)N23)c(C)c1 (stereo not given) | 6% | 6%
Cc1c(C(=O)NCc2ccccc2Cl)sc2nc3n(c(=O)c12)CCCC3 | -25% | -11%

The list goes on.
smiles | KB-3-1 cytotox | HepG2 viability
O=C(CC1N=C2c3ccccc3N=C(SCC(=O)Nc3ccc(F)cc3)N2C1=O)NCc1cccs1 (stereo not given) | 5% | -3%
O=C(CN1C(=O)c2cccnc2Oc2ccc(Cl)cc21)Nc1cccc(C(F)(F)F)c1 | 8% | -28%
CCOc1ccc(N(CC)S(=O)(=O)N2CCCC(C(=O)NCCc3ccccc3OC)C2)cc1 (stereo not given) | -9% | -27%
CCOc1ccc(CNS(=O)(=O)c2cc3c(cc2C)NC(=O)CO3)cc1OC | 5% | -15%
C(=Nc1ccc(/C=C/c2ccnc3ccccc23)cc1)Nc1ccc(/C=C/c2ccnc3ccccc23)cc1 | ? | -43%
COc1ccc(OC)c(NC(=O)CSC2=Nc3ccccc3C3=NC(CCC(=O)NC4CCCCC4)C(=O)N23)c1 (stereo not given) | -5% | -4%
CN(C)Cc1cn(-c2ccccc2)nc1-c1ccccc1 | 14% | -26%
Cc1ccc(-n2ncc(C(=O)N3CCN(c4ccccc4F)CC3)c2C2CCN(C(=O)OC(C)(C)C)CC2)cc1C | 10% | -8%
COc1ccc(-n2ncc(C(=O)NCc3ccco3)c2C2CCN(C(=O)OC(C)(C)C)CC2)cc1 | 7% | 4%
Cc1ccc(CNC(=O)c2cnc3c(-c4ccc(F)cc4)c(C)nn3c2C)o1 | ? | 2%
COc1ccc(Cl)cc1NS(=O)(=O)c1cc(-c2cc(C)no2)ccc1C | 13µM* | -2%
CCOc1ccc(NC(=O)c2nc(SCc3ccccc3F)ncc2Cl)cc1 | ? | 5%
O=C(c1ccc2c(=O)n(-c3ccccc3)c(=O)[nH]c2c1)N1CCN(Cc2cccs2)CC1 | 5% | 9%
Cc1ccc(-n2ncc(C(=O)NCCCN3CCCCC3)c2C2CCN(C(=O)OC(C)(C)C)CC2)cc1 | -3% | -27%
Cn1nnc2c(N3CCN(c4ccccc4Cl)CC3)ncnc21 | 7% | -35%

Remaining list, next part
smiles | KB-3-1 cytotox | HepG2 viability
O=C(CC1N=C2c3ccccc3N=C(SCc3cccc(F)c3)N2C1=O)NC1CCCCC1 (stereo not given) | 0% | -21%
CCn1c(SCc2ccccc2C)nc(=O)c2c(C(=O)OC)cc(C3CC3)nc21 | -3% | -51%
COc1cc(-c2noc(CSc3nc(-c4ccc(F)cc4)cc(=O)[nH]3)n2)cc(OC)c1OC | 1% | -28%
C1=Cc2ccccc2/C1=C\c1ccc2c(c1)OCO2 | -34% | -26%
O=C(Nc1nnc(C2CCCCC2)s1)C1CCN(C(=O)c2ccco2)CC1 | ? | 1%
CCCN(CCC)C(=O)c1c[nH]c2ccc(S(=O)(=O)N(C)c3ccc(OCC)cc3)cc2c1=O | 2% | -3%
CC1CCN(C(=O)CSc2nc3ccccc3nc2Cc2ccccc2)CC1 | 0% | -35%
Oc1ccc(Cl)cc1C1C=C(c2ccc3c(c2)OCO3)NC(c2ccc(C(F)(F)F)cc2)N1 (stereo not given) | ? | -92%
C=CCN(CC=C)c1ccc(/C=C/c2ccnc3ccccc23)cc1 | ? | -39%
CCOC(=O)N1CCN(C(=O)c2c(C)nn(-c3cccc(C)c3)c2-n2cccc2)CC1 | 0% | -25%
COc1ccc(CCNC(=O)CCc2c(C)nc3c4cccnc4nn3c2C)cc1OC | -1% | 1%
CC(CCc1ccccc1)NC(=O)CSc1n[nH]c(-c2ccccc2)n1 (stereo not given) | -25% | -34%
CCOC(=O)c1cc(-c2ccccc2)n(-c2cccc(C(=O)NC(C)(C)C)c2)c1C | -12% | -11%
O=S(=O)(c1ccc2c(c1)OCCO2)N1CCN(CCc2ccccc2)CC1 | 0% | -16%
COc1ccc(CNC(=O)Cc2ccc(NC(=O)N3CCSc4ncccc43)cc2)cc1OC | 3% | -15%

Following part.
smiles | KB-3-1 cytotox | HepG2 viability
CSc1ccc(CCNC(=O)c2ccc3c(c2)c(C)c(C)n3Cc2ccc(F)cc2)cc1 | -9% | -26%
CCc1ccc(C(=O)C[N+]2(C)CCOCC2)cc1 | 15% | -18%
COC(=O)c1ccccc1NC(=O)CSc1nc2ccccc2nc1Cc1ccc(F)cc1 | 3% | 3%
COc1ccc(OC)c(CNC(=O)c2ccc3c(c2)c(C)c(C)n3C)c1 | 17% | -24%
CCc1ccc(-c2nc3c(=O)n(C)c(=O)nc-3n(CC)n2)cc1 | ? | 1.3µM*
COc1ccc(NC(=O)c2c(-c3ccc(C)cc3)nnc3ccccc23)cc1OC | 9% | 4%
COc1ccc(N2CCN(C3C(=O)c4ccccc4N3C(C)=O)CC2)cc1 (stereo not given) | 7% | -26%
O=C(Cn1cc(S(=O)(=O)Cc2ccc(F)cc2)c2ccccc21)NCc1ccccc1 | 0% | -22%
Cc1c(C(=O)Nc2ccc(C(C)C)cc2)sc2nc[nH]c(=O)c12 | -7% | -51%
Cc1ccccc1NC(=O)c1c2c(nc3ccccc13)C(=O)N(C1CCCCC1)C2 | 1% | -12%
O=C(Nc1ccc(F)cc1F)c1c2c(nc3ccccc13)C(=O)N(C1CCCCC1)C2 | 5% | 8%
Cc1ccc(Cn2c(C)c3cnn(CC(=O)NCc4ccccc4)c(=O)c3c2C)cc1 | 13µM* | -26%
CCC(C(=O)Nc1cccc(C#N)c1)n1c(=O)c(-c2ccccc2NC(C)=O)nc2ccccc21 (stereo not given) | ? | -9%
O=C(C[n+]1cc(Br)cc2ccccc21)c1ccc(O)c(O)c1 | ? | -29%
COc1cccc(CNC(=O)c2cccn2-c2nnc(N3CCCC3)s2)c1 | -5% | 2%

New compounds follow:
smiles | KB-3-1 cytotox | HepG2 viability
Cc1cccc(-c2noc(-c3cc(-c4ccc(F)cc4)n[nH]3)n2)c1 | 7% | 2%
N#Cc1ccc(S(=O)(=O)N2CCN(c3nc(-c4cccs4)nc4ccccc34)CC2)cc1 | ? | 11%
CCOc1ccccc1C(=O)NCc1ccc2c(c1)CCN2C(=O)c1ccccc1 | -10% | 5%
CCCS(=O)(=O)N1CC(=O)N(c2cccc(Cl)c2C)C(C)(C(=O)NC2CCCC2)C1 (stereo not given) | -3% | 3%
COc1cccc(N2CCN(c3nc4ccc(C(=O)c5ccccc5)cc4n4c(C)nnc34)CC2)c1 | -3% | -25%
Cc1ccc(S(=O)(=O)C(CNC(=O)COc2ccccc2)c2ccco2)cc1 (stereo not given) | 0% | -17%
Oc1cc2cc(-c3csc(-c4ccc(F)cc4)n3)ccc2[nH]1 | 0% | -46%
